NOD2 inhibition: NOD2 signaling inhibitors, cell-based, luminescence, uHTS, HEK293 (AID 1566). HEK293 NOD2/NF-kB luciferase reporter, luminescence; higher % means a stronger effect. inhibition, % at 4 µM, or EC50 in µM where a hit was titrated. 290,000 compounds, 0.63% hits; further: many of its hits are not listed in these tables
GPR55 beta-arrestin: GPR55 agonists via beta-arrestin recruitment, primary screen, imaging, U2OS cells, beta-arrestin-GFP redistribution (AID 1961). 290,000 compounds, 0.048% hits. one-dose activation, % at 10 µM; EC50 in µM for titrated hits. U2OS GPR55 beta-arrestin-GFP redistribution imaging; higher % means a stronger effect;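 active means activation above 40% with more than 50 cells counted in the well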;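 further: U2OS osteosarcoma cells stably expressing GPR55 and beta-arrestin-GFP; plate controls were DMSO negative control for no effect and LPI positive control for full effect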
HIV fusion peptide: inhibitors of HIV fusion peptide binding, primary screen, biochemical, uHTS, fluorescence dequenching (AID 1986); cell-free peptide binding, fluorescence dequenching, 30 min; higher % means a stronger effect; inhibition, % at 20 µM, or IC50 in µM where a hit was titrated; 290,000 compounds, 0.3% hits; in the data active means inhibition mostly above about 52%, no sharp cut-off; inactive means mostly below about 76%; further: some results filed as inactive read as strong as hits
GPR35 arrestin U2OS: GPR35 antagonists blocking zaprinast-driven arrestin recruitment, primary screen, imaging, U2OS, beta-arrestin-GFP, zaprinast agonist (AID 2058) | 290,000 compounds, 0.052% hits | U2OS GPR35 beta-arrestin-GFP translocation imaging, zaprinast antagonism; higher % means a stronger effect | inhibition, % at 10 µM; hits with a dose series show IC50 in µM;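 active means inhibition of at least 50% with at least 30 cells and total cytoplasm GFP at most 10,000,000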
NOD1 NF-kB reporter: inhibition of NOD1-driven NF-kB reporter – cell-based, luminescence, uHTS, primary screen (AID 1578); NOD1-driven NF-kB luciferase reporter cells, luminescence; higher % means a stronger effect; inhibition, % at 4 µM, or EC50 in µM where a hit was titrated; 290,000 compounds, 1% hits; in the data active means inhibition mostly above about 36%, no sharp cut-off; inactive means mostly below about 34%;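 further: HEK-293T reporter cells stimulated with the NOD1 agonist gamma-tri-DAP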
Myeloid diff MLP: myeloid differentiation induction; calls only at 10 µM; 360,000 compounds, 1% hits; ER-HoxA9 myeloid progenitors, lysozyme-GFP differentiation, flow cytometry;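 active means normalized GFP-positive differentiation at or above the plate's own cutoff, the solvent-only control mean plus 3 SD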;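 further: cells exposed to compound for four days before flow analysis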
GPR55 LPI antagonism: inhibition of LPI-stimulated GPR55 beta-arrestin translocation – imaging, U2OS, beta-arrestin-GFP, LPI agonist, primary screen (AID 2013); U2OS GPR55 beta-arrestin-GFP translocation imaging, LPI antagonism; higher % means a stronger effect; inhibition, % at 10 µM; hits with a dose series show IC50 in µM; 290,000 compounds, 0.13% hits;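 active means spots per cell inhibited over 60%, with over 100 cells counted and total cytoplasm intensity under 500,000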;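 further: U2OS cells stably carrying GPR55 and arrestin-GFP stimulated by 5 µM LPI near EC80; imaged beta-arrestin-GFP aggregate spots per cell after agonist stimulation; plate controls were LPI-stimulated DMSO wells for no effect and DMSO wells without LPI for full effect; some results filed as inactive read as strong as hits; confirmed hits need IC50 under 10 µM and bright autofluorescent wells are also inconclusive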
KOR beta-arrestin-1: kappa opioid receptor activators – cell-based, luminescence, uHTS, primary screen (AID 1777) | 280,000 compounds, 0.02% hits | KOR beta-arrestin recruitment, luminescence; higher % means a stronger effect | one-dose activation, % at 10 µM; EC50 in µM for titrated hits; in the data active means activation above about 50%, passing the limit was not always enough; further: a part of the inactive calls stands beside numbers as strong as those of hits
KOR beta-arrestin-2: kappa opioid receptor blockers – cell-based, luminescence, uHTS (AID 1778); KOR beta-arrestin recruitment, luminescence, antagonist mode; higher % means a stronger effect; 290,000 compounds, 0.091% hits; inhibition, % at 10 µM, or IC50 in µM where a hit was titrated; further: strong numbers were not always called active
Myeloid diff MLP GFP+ MAC1+ %: second read-out of Myeloid diff MLP, no call of its own (marks repeat the call); GFP+ MAC1+ double positive, %; measured here: differentiation confirmed by MAC1 staining
The depositor's hits bear a star; i = inactive; · = not tested or not shown. Unless noted, no stated cut-off is given here; in the data, active means inhibition above about 50%; inactive means the rest.

| # | SMILES | NOD2 inhibition | GPR55 beta-arrestin | HIV fusion peptide | GPR35 arrestin U2OS | NOD1 NF-kB reporter |
| --- | --- | --- | --- | --- | --- | --- |
| 1 | O=S(=O)(c1ccccc1)c1nc(-c2ccco2)oc1NCc1ccccc1 | 9% | -0.1% | -0.4% | -12% | 4% |
| 2 | COc1cc(/C=C2\SC(=O)N(CCN)C2=O)ccc1OS(=O)(=O)c1cc(C)ccc1C | -2% | 1.7% | -6.4% | -10% | 8% |
| 3 | N#Cc1c(NC(=O)Cn2nc(C(F)(F)F)c3c2CCCC3)sc2c1CCC2 | -5% | 0.8% | 2.6% | 9% | 5% |
| 4 | CC(=O)c1c(O)cc(=O)n(-c2ccccc2)c1-c1ccc(C)cc1 | -14% | 0.2% | -1.5% | 3% | 0% |
| 5 | COc1ccc(OCCCC(=O)Nc2nc(-c3ccccn3)cs2)cc1 | -15% | 0.2% | -0.2% | 6% | 3% |
| 6 | CCn1nc(C(=O)NNC(=O)COc2ccccc2C)c2ccccc2c1=O | 10% | -0.2% | 2.2% | -13% | -34% |
| 7 | CCOC(=O)C1=C(C)NC(=O)NC1c1ccccc1OCc1c(F)cccc1Cl (centres undefined) | 13% | -0.1% | -0.2% | 2% | 15% |
| 8 | Cc1ccc(OCCC(=O)OCC(=O)C(C)(C)C)cc1 | 3% | -0.1% | -0.5% | 8% | -3% |

| # | Myeloid diff MLP | Myeloid diff MLP GFP+ MAC1+ % | GPR55 LPI antagonism | KOR beta-arrestin-1 | KOR beta-arrestin-2 |
| --- | --- | --- | --- | --- | --- |
| 1 | i | 8.2 | 17% | -4.4% | -1% |
| 2 | i | 0.2 | 22% | 4.7% | -60% |
| 3 | i | 0.8 | -3% | 14% | -24% |
| 4 | i | 4.3 | 14% | 2.6% | -27% |
| 5 | i | 0.4 | -6% | 2.0% | -39% |
| 6 | i | 1.1 | 5% | -1.9% | -2% |
| 7 | i | 2.4 | 7% | -0.3% | -11% |
| 8 | i | 0.8 | -7% | -4.0% | -14% |

(more compounds)
| # | SMILES | NOD2 inhibition | GPR55 beta-arrestin | HIV fusion peptide | GPR35 arrestin U2OS | NOD1 NF-kB reporter |
| --- | --- | --- | --- | --- | --- | --- |
| 9 | Cc1ccc(-c2cc(C(=O)Nc3ccccc3C)c3ccccc3n2)o1 | -5% | -0.3% | 23% | -24% | -17% |
| 10 | C#CCn1cnc2c(oc3ccccc32)c1=O | -17% | 0.2% | -0.3% | 13% | -18% |
| 11 | O=C(O)CCCCCNc1nc2ncn(Cc3ccccc3)c2c(=O)[nH]1 | -15% | -0.1% | -0.5% | 4% | 0% |
| 12 | COc1ccc(CCNC(=O)c2nnn(-c3cc(C)cc(C)c3)c2N)cc1OC | 14% | -0.2% | -3.1% | -4% | 15% |
| 13 | CCO/C=C/C(O)(CNC(=O)COc1ccccc1F)C(F)(F)F (centres undefined) | 10% | 0.1% | 15% | -11% | 3% |
| 14 | O=C(Cn1c(C(F)(F)F)nc2ccccc21)Oc1cccc(C(F)(F)F)c1 | 0% | 0.3% | 29% | -13% | -23% |
| 15 | CCC(NC(=O)c1cc(COc2ccc(OC)cc2Cl)on1)c1ccncc1 (centres undefined) | -14% | -0.1% | 1.2% | -2% | -10% |
| 16 | CC(C)CCOCc1nc2sc3c(c2c(=O)[nH]1)CCC(C)C3 (centres undefined) | 0% | -0.2% | -3.2% | 9% | -27% |

| # | Myeloid diff MLP | Myeloid diff MLP GFP+ MAC1+ % | GPR55 LPI antagonism | KOR beta-arrestin-1 | KOR beta-arrestin-2 |
| --- | --- | --- | --- | --- | --- |
| 9 | i | 0.9 | -6% | 4.9% | -14% |
| 10 | i | 6.0 | -11% | 1.3% | -50% |
| 11 | i | 4.8 | 14% | -5.6% | -22% |
| 12 | i | 0.3 | 11% | -2.3% | 7% |
| 13 | i | 5.3 | -7% | 8.4% | -4% |
| 14 | i | 0.0 | -3% | 9.2% | -11% |
| 15 | i | 0.9 | 0% | 9.7% | -1% |
| 16 | i | 3.9 | -6% | · | 21% |

Next section:
| # | SMILES | NOD2 inhibition | GPR55 beta-arrestin | HIV fusion peptide | GPR35 arrestin U2OS | NOD1 NF-kB reporter |
| --- | --- | --- | --- | --- | --- | --- |
| 17 | COc1cccc(Nc2nnc(SCC(=O)N3CCOCC3)s2)c1 | -19% | 0.3% | 2.3% | -22% | 3% |
| 18 | Clc1ccccc1C(c1nnnn1Cc1ccco1)N1CCN(Cc2ccco2)CC1 (centres undefined) | 2% | 0.0% | -1.0% | 0% | 14% |
| 19 | Cc1ccccc1N1CCN(C(=S)c2ccccc2)CC1 | -17% | 0.1% | -2.4% | · | -4% |
| 20 | O=C(C1CCC(CNS(=O)(=O)c2cccc3nsnc23)CC1)N1CC=C(c2ccccc2)CC1 (centres undefined) | 34% | 0.3% | 0.7% | -5% | 48% |
| 21 | O=C(CN(C(=O)CCC(=O)Nc1nccs1)c1ccc2c(c1)OCO2)NCC1CCCO1 (centres undefined) | 7% | -0.4% | 0.1% | -7% | -26% |
| 22 | Cc1nc(Nc2cccc(C(F)(F)F)c2)nc2c1C(=O)CC(C)C2 (centres undefined) | -8% | -0.1% | 1.3% | -15% | · |
| 23 | COC(=O)CCC(=O)OC1(C)C(=O)C=C2C=C(C3CC3)N(C3CCCCC3)C=C2C1=O (centres undefined) | 2% | -0.1% | -0.9% | -9% | -2% |
| 24 | C=CCN(CC=C)S(=O)(=O)c1ccc(NC(=S)NC(=O)Cc2ccc(OC)cc2)cc1 | 4% | 0.2% | 0.8% | -4% | -2% |

| # | Myeloid diff MLP | Myeloid diff MLP GFP+ MAC1+ % | GPR55 LPI antagonism | KOR beta-arrestin-1 | KOR beta-arrestin-2 |
| --- | --- | --- | --- | --- | --- |
| 17 | i | 6.9 | -10% | 46% | -13% |
| 18 | i | 1.4 | -9% | -1.1% | 25% |
| 19 | i | 0.0 | 0% | -1.8% | 9% |
| 20 | i | 4.2 | -24% | 9.9% | -46% |
| 21 | i | 1.0 | 10% | -4.5% | 18% |
| 22 | i | 0.6 | -4% | 0.0% | -20% |
| 23 | i | 0.2 | 4% | · | 2% |
| 24 | i | 2.8 | 8% | -3.3% | 17% |

Compound activity deposited in PubChem by several laboratories.

Only part of the results is shown (hit frequency here may not be typical).
